KDM5B inhibitor = KDM5B demethylase inhibition. Q9UGL1. KDM5B demethylase, FDH-coupled NADH fluorescence (FDH is formaldehyde dehydrogenase). Potency, µM (top dose mostly 57.7 µM), for inactives: at the top dose activity change, negative = inhibition, hits mostly inhibitors. 220,000 tested, 2.6% active. AID 1347165; active = well fitted inhibition curve with a large enough effect; inconclusive = small, poorly fitted or top-dose-only effect; inactive = no such curve, though single readings can be large or run the other way; also: 0% is about no effect; nearly all actives have a fitted effect of over 70% in size
Target sequence (Q9UGL1 whole entry, looked up): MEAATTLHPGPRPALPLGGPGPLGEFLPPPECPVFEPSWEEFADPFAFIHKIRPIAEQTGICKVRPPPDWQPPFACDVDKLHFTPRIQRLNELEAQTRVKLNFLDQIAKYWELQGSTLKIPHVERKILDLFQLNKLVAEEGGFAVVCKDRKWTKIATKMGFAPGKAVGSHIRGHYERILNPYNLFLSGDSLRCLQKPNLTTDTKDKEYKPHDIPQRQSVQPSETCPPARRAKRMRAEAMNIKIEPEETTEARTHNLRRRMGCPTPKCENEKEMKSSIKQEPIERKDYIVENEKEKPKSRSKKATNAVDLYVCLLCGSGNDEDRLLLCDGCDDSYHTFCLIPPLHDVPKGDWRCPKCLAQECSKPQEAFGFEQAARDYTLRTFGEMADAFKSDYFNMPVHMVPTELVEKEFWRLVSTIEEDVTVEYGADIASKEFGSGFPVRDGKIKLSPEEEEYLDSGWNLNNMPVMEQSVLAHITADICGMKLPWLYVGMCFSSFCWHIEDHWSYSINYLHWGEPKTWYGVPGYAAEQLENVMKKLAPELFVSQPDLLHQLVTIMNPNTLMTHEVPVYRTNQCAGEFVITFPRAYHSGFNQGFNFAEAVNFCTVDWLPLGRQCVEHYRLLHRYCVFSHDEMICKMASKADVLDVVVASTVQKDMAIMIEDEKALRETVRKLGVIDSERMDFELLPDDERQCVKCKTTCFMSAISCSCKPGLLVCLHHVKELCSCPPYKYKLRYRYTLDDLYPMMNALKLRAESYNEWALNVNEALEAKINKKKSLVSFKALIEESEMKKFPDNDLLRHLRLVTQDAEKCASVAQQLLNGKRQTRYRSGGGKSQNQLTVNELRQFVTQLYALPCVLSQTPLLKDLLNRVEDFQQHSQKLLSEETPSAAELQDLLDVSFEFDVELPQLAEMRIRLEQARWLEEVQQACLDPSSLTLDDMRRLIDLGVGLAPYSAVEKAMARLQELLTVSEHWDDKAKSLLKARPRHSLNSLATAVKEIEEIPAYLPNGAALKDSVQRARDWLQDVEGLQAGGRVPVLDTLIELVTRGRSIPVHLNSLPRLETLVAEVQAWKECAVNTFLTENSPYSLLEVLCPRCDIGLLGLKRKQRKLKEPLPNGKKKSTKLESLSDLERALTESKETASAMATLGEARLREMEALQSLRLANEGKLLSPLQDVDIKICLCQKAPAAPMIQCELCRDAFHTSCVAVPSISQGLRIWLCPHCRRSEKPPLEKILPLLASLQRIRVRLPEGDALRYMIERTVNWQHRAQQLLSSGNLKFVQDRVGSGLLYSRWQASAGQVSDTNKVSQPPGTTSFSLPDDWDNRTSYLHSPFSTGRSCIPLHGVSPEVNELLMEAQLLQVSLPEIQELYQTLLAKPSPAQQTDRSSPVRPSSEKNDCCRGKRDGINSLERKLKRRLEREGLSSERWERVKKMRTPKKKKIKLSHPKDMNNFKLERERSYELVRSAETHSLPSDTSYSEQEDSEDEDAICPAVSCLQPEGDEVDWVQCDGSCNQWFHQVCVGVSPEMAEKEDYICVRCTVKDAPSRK
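Coupled FDH/NAD⁺ fluorescence readout. KDM5BΔAP 200 nM final; compound titration, 10 min RT preincubation; substrate mix 12.5 µM H3K4me3, 25 µM 2-OG, 50 µM Fe(II), 100 µM ascorbate, 0.25 mM NAD⁺, 0.25 U/mL FDH; ΔRFU over 30 min.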
The depositor's hits bear a star; i = inactive; u = inconclusive; & = joins results of further samples; [ ] = dose if it differs, or a comment. Potency is read from the fitted curve at half-maximal effect.

SMILES	KDM5B inhibitor
COc1ccc(C(=O)N2CCCCC2c2nc(CCOCC3CCOCC3)no2)cc1F (stereo not drawn)	5%
Cn1c(=O)c2c(nc(N3CCN(C(=O)Cc4ccccc4)CC3)n2Cc2ccccc2)n(C)c1=O	4%
N#Cc1cccc(NC(=O)N2CCc3c(nc(-c4ccc(F)cc4)[nH]c3=O)C2)c1	20µM*
CCOC(=O)c1c(NC(=O)COc2ccc3c(c2)OCO3)sc(C)c1C	9%
CC1CCN(c2ccc(CNC(=O)c3ccc4c(c3)C(O)CCCCCN4C)cc2)CC1 (stereo not drawn)	u
CC(C)(C)NC(=O)N1CCCCCNC(=O)CC1c1ccccc1 (stereo not drawn)	u
CC1(C)CS(=O)(=O)N(c2ccc(C(=O)Nc3ccc4c(c3)OCCO4)cc2)C1=O	14%
COCC(=O)N1CCC(Cc2nc(C3CCOCC3)no2)CC1	-5%
O=C(O)C[C@@H]1CCN(C(=O)Nc2ccc(OC(F)(F)F)cc2)C[C@@H]1CCN1C[C@@H]2C[C@H](C1)c1cccc(=O)n1C2	-27%
Cc1cccc(NC(=O)Cn2c(=O)n(CCc3ccccc3)c(=O)c3sc4ccccc4c32)c1	-14%
Cc1cc(SCC(=O)NC(C)C(C)C)nc2c(C)cccc12 (stereo not drawn)	-10%
Cc1cccc(C(=O)N2CCCCCCNC(=O)[C@@H]3C[C@@H](C(=O)N4CCc5ccccc5C4)C[C@@H]32)c1	-4%
O=C(O)c1ccc(NC(=O)c2cc3ccccc3o2)cc1	u
Cn1cc2c3c(cccc31)CN(C(=O)C1CCC1)CC2	32µM*
O=C(Nc1ccccc1)c1cc2ccc(O)cc2oc1=O	u
COc1ccc(OC)c(CCNC(=O)c2cc3c(s2)-c2ccccc2OC3)c1	u
O=C(CSc1nc(-c2ccccc2F)nc2cc(=O)[nH]n12)Nc1cccc(C(F)(F)F)c1	u
COc1ccc2nc(C)c(C(=O)Nc3ccc4ccccc4n3)cc2c1	11%
O=C(NCc1ccccc1Cl)c1cccn1-c1nnc(N2CCCCC2)s1	u
CCC(=O)NNC(=O)c1cc(COc2cc(Cl)cc(Cl)c2)on1	15%
CCn1cc(SCC(=O)Nc2cc(C)ccc2C)c2ccccc21	16%
CCc1ccc(C(=O)c2cn(CC(=O)Nc3ccc(F)cc3)c3ccc(F)cc3c2=O)cc1	-14%
COc1cc(F)ccc1-c1ccnc2nc(Cc3ccc(F)cc3)nn12	28µM*
CCN(CCN(C)C)C(=O)Cn1ncc2c([nH]c3ccc(C)cc32)c1=O	u
COCC(=O)N1CCN(CC(=O)NCc2cccs2)[C@H]2CS(=O)(=O)C[C@H]21	-9%
Other compounds.
SMILES	KDM5B inhibitor
COc1cccc(/C=C(/CC(=O)O)c2nc3ccccc3o2)c1	-12%
O=C(c1ccccc1F)N1CCCC(C(=O)N2CCN(c3ccccc3)CC2)C1 (stereo not drawn)	-16%
COc1ccc(-c2nnc(SCC(=O)NC3CCCCC3)nc2-c2ccc(OC)cc2)cc1	u
Cc1[nH]nc2ncc(C=O)cc12	-7%
COc1ccc(NC(=O)c2cnn(-c3ccc(C)c(C)c3)c2C2CCNCC2)cc1OC	24%
CC(=O)N1CCc2nn(CC(=O)Nc3cccc(Br)c3)c(=O)cc2C1	21%
CC(C)C(=O)Nc1ccc(F)cc1F	22%
O=C(NC1CCCCC1)[C@@H]1C[C@@H](O)CN1C1CCN(C(=O)c2ccc3ncccc3c2)CC1	-19%
Cc1ccc(NC(=O)COC(=O)c2cccc(O)c2)c(Cl)c1	-15%
CCOC(=O)CC(NC(=O)CCc1c(C)nc2ncnn2c1C)c1ccc(C)cc1 (stereo not drawn)	u
Cc1ccc(CNC(=O)c2nc(SCc3ccccc3F)ncc2Cl)cc1	-14%
Cc1noc(C(F)(F)F)c1C(=O)NNC(=O)c1ccccc1	14%
Cc1ccc(C(=O)NC2CCN(c3cn[nH]c(=O)c3)CC2)cc1C	3%
Cc1cc(C(=O)OCC(=O)Nc2cccc(S(N)(=O)=O)c2)c2ccccc2n1	-14%
CC(C)CCn1cnc2c(oc3nc4c(cc32)CCCC4)c1=O	-14%
Cc1ccc(-c2nnc(SCC(=O)N3CCCCCC3)n2N)cc1	8%
O=C(Nc1cccc(C(F)(F)F)c1)Nc1nnc(N2CCCCC2)s1	8%
Cc1ccc(CC(C(=O)O)C(C)C(=O)Nc2ccc(F)cc2)cc1 (stereo not drawn)	-5%
Cc1ccc(Cn2c(N3CCN(C/C=C/c4ccccc4)CC3)nc3c2c(=O)[nH]c(=O)n3C)cc1	9%
CC(=O)c1cccc(N(C(=O)c2csnn2)C(C(=O)NC2CCCC2)c2ccccc2)c1 (stereo not drawn)	27%
COc1ccc(C(=O)Nc2cccc(-c3nnc4n3CCCC4)c2)cc1F	2%
Cc1cc(Cl)c(NC(=O)c2cccc(NC(=O)C(C)(C)C)c2)c2cccnc12	-5%
Cc1cccc(-n2nc(C)c(CCC(=O)N(C)C(C)C)c2Oc2ccc(F)cc2F)c1	-16%
COc1ccc(-c2n[nH]c3c2C(c2ccccn2)N(C)C3=O)cc1 (stereo not drawn)	-25%
CN1C(=O)C2(CCN(C(=O)CCn3cnnn3)CC2)c2ccccc21	24%
Going on with the list:
SMILES	KDM5B inhibitor
O=S(=O)(NCc1ccc(Cl)cc1Cl)c1ccc(N2CCOCC2)nc1	7%
Cc1cc2nc3n(c(=O)c2n1CC(=O)NC1CCc2ccccc21)CCCC3 (stereo not drawn)	28%
CNC(=O)c1cccc(Nc2ncc3c(n2)CN([S+](=O)([O-])c2cccc(OC)c2)CCN3)c1	-13%
CCn1c(COc2ccc(Cl)cc2Cl)nc2ccccc21	-10%
CC(O)CNc1nc2c(c(=O)n(C)c(=O)n2C)n1Cc1cccc(F)c1 (stereo not drawn)	-11%
CC(C)c1ccc(/C=C/C(=O)NC2CC2)cc1	27%
CCCCn1c2ccc(F)cc2c2n[nH]c(=S)nc21	14%
CCn1c2c(c(=O)n1Cc1ccccc1)CCN(C(=O)Cc1ccc3c(c1)OCO3)C2	-3%[86.2 µM]
CC(=O)Oc1ccc2c(c1)O/C(=C\c1cccs1)C2=O	-29%
Cc1cccc(C(=O)Nc2cccc3cccnc23)c1	5%
Cn1c(SCc2nc(N)nc(Nc3ccccc3)n2)nnc1C1CC1	10%
O=C(Cn1ccc(=O)[nH]c1=O)Nc1cccc2cccnc12	-15%
Cc1cccc(-n2c(=O)c3c(c4cc(C)ccc4n3C)n(CC(=O)Nc3ccccc3C(F)(F)F)c2=O)c1	u
CCCN1CCN(CCNC(=O)Nc2ccccc2OCC)CC1	-13%
O=C(O)C[C@@H]1CCN(C(=O)c2ccc(F)cc2)C[C@@H]1CCN1CCN(c2cccc(C(F)(F)F)c2)CC1	-19%
Cc1cc(C(F)(F)F)n(-c2nc(C(=O)N3CCOCC(O)C3)cs2)n1 (stereo not drawn)	-8%
CCc1nc(C)c(C(=O)N[C@@H]2c3ccccc3C3(CCNCC3)[C@H]2OC)o1	-39%
Cc1cc2nc3n(c(=O)c2n1CC(=O)Nc1ccc(Br)cc1)CCCC3	3%
COc1ccc(/C=C(\C#N)C(=O)N2CCOCC2)cc1	-25%
Cc1ccc2oc3c(c(=O)c2c1)C(c1ccc([N+](=O)[O-])cc1)N(CCCN1CCOCC1)C3=O (stereo not drawn)	-22%
O=C(O)C(Cc1c[nH]c2ccccc12)NCc1ccccc1F (stereo not drawn)	-28%
COc1ccc(N2CCN(C(=O)c3cc(=O)c4cc(Cl)ccc4o3)CC2)cc1	0%
CCOc1ccc(C(=O)NCC(=O)O)cc1OCC	22%
CCOC(=O)C1=C(c2ccc(OC)cc2)OC(N)=C(C#N)C1c1cccnc1 (stereo not drawn)	u
CNC(=O)[C@@H](C1CC1)N1CCC[C@H]1C(=O)NCC(C)C	u
Additional records
SMILES	KDM5B inhibitor
O=C(Nc1ccccc1)N1CCC2(C1)C(=O)N(CCc1ccccc1)c1ccccc12 (stereo not drawn)	-19%&-22%
COc1ccccc1-c1ccnc(N[C@H]2CO[C@H]3[C@@H]2OC[C@@H]3NC(=O)N2CCOCC2)n1	25µM*
Cc1cc(C)cc(-n2c(C)cc(C(=O)C(=O)Nc3nnc(C)s3)c2C)c1	u
CCOc1ccccc1C1NC(=O)N(CC(=O)Nc2cccc(C)c2C)C2=C1C(=O)OC2 (stereo not drawn)	14%
CN(CC1CCOCC1)C(=O)c1cc(Cl)ccc1F	6%
COc1ccc(OC2CN(Cc3ccc(C(F)(F)F)cc3)C2)cc1	0%[149 µM]
COc1ccc(-c2noc(CSc3nc4ccccc4[nH]3)n2)cc1OC	-5%
Fc1ccc(COc2cccc(CNCC3CCNCC3)c2)cc1	0%
CCC(C)c1ccc(OCC(=O)Nc2cccc3ccc(C)nc23)cc1 (stereo not drawn)	7%&-21%
CN(Cc1cccnc1)C1CN(C(=O)C2CCC2)C1	-25%
CN1C[C@H](NCc2nccn2C)CCC[C@@H](C(=O)NCc2cc(F)cc(F)c2)CC1=O	4%[86.2 µM]
CCN(CC)S(=O)(=O)c1cc(NC(=O)c2n[nH]c3ccccc23)ccc1C	-17%
O=C(c1ccc(C(F)(F)F)cc1)N1CCCC2(CC(c3cccc(C(F)(F)F)c3)=NO2)C1 (stereo not drawn)	10%[115 µM]
CCOc1ccccc1CNCCNC(=O)c1nonc1N	2%
O=C(O)Cc1c[nH]c2ccccc12	-25%
COC(=O)c1ccc2c(c1)N(Cc1ccccc1)C(=O)c1ccccc1S2(=O)=O	4%
COc1cc2nc(NCc3ccccc3)n3nc(-c4ccccc4)nc3c2cc1OC	-7%
COC(=O)c1cc(C(=O)c2ccccc2)n2c(=O)/c(=C\N(C)C)sc12	-4%
O=C(CCC1N=C2c3ccccc3N=C(SCc3cccc(Cl)c3)N2C1=O)NCCc1ccccc1 (stereo not drawn)	u
COC[C@@H]1CCCN1Cc1cn(Cc2ccccc2)nc1-c1cc2ccccc2o1	-28%
c1ccc(NCCn2cc(C3CCCNC3)nn2)cc1 (stereo not drawn)	u
Cn1c(NCCO)nc2c1c(=O)n(Cc1cccc(F)c1)c(=O)n2C	-2%
Cc1c(/C=C(\C#N)C(=O)Nc2cccc(Cl)c2)c2ccccc2n1Cc1ccccc1	-14%
O=C(CN1C(=O)NC2(CCCCC2)C1=O)NCc1ccccc1	-6%
N#Cc1ccc(C(=O)Nc2ccc3c4c(cccc24)CC3)c(F)c1	3%
Next section:
SMILES	KDM5B inhibitor
CCOc1cc(Cl)c(S(=O)(=O)n2cc(C)nc2CC)cc1Cl	-8%
O=C(c1coc(COc2cccc(C(F)(F)F)c2)n1)N1CCCCCCC1	2%
O=C(/C=C\c1ccccc1)NC1CC(=O)N(c2ccccc2)C1 (stereo not drawn)	-11%
O=C(O)CCN1CCN(CCC(=O)O)CC1	13%
O=C(CCS(=O)(=O)c1nc(-c2ccc3c(c2)OCO3)cc(C(F)(F)F)n1)Nc1ccccc1C(F)(F)F	u
COc1ccc(C2Cn3nnc(C(=O)N4CCC(C(=O)NCc5ccc(C)cc5)CC4)c3CO2)cc1 (stereo not drawn)	-15%
Cc1cccc(CSCc2ccc(-c3nc(-c4ccc(Br)cc4)no3)o2)c1	u
Cc1nc(-c2ccncc2)[nH]c(=O)c1CC(=O)N(C)C1CCCCC1	10%
CSc1ccc(NC(=O)c2ccc(F)c(F)c2)cc1	-6%
COC(=O)c1ccc(-n2c(/C=C\c3cccc(Br)c3)nc3ccccc3c2=O)cc1	-6%
CCc1noc(-c2ccn3c(CNC(=O)c4ccc(F)cc4Cl)nnc3c2)n1	i
CCCOc1ccc(-c2[nH]nc3c2C(c2cc(OC)c(OC)c(OC)c2)C(C#N)=C(N)O3)cc1 (stereo not drawn)	u
O=C(/C=C/c1ccc(O)cc1)c1ccccc1	u
CC(Sc1nnc2c(Cl)cc(C(F)(F)F)cn12)C(=O)c1ccccc1 (stereo not drawn)	-8%
Cc1cc(C(=O)N2CC[C@H]3C(=O)NCCCCCCN(Cc4ccncc4)[C@@H]3C2)nn1C	u
CCCCCCCCCCCOc1ccc(C(=O)O)cc1	16%

Bioassay records deposited in PubChem by National Center for Advancing Translational Sciences (NCATS).

The list is partial (hit frequency here may not be typical).
